# IDE cell inh – inhibitors of human insulin-degrading enzyme in cells | P14735 | HEK cells, FAbetaB cleavage, fluorescence polarization | inhibition, % at 5.59 µM | actives 0.41% (n = 320,000);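 active = percent inhibition above the average of all tested compounds plus 3 SD, set per screening campaign, cut at about 16% in these data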;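 also: IDE supplied by intact live HEK cells; FP after avidin binding of uncleaved biotin substrate so inhibition keeps polarization high; 0% = DMSO wells and 100% = 60 µM reference IDE inhibitor Ii1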
# Target sequence (P14735 whole entry, looked up): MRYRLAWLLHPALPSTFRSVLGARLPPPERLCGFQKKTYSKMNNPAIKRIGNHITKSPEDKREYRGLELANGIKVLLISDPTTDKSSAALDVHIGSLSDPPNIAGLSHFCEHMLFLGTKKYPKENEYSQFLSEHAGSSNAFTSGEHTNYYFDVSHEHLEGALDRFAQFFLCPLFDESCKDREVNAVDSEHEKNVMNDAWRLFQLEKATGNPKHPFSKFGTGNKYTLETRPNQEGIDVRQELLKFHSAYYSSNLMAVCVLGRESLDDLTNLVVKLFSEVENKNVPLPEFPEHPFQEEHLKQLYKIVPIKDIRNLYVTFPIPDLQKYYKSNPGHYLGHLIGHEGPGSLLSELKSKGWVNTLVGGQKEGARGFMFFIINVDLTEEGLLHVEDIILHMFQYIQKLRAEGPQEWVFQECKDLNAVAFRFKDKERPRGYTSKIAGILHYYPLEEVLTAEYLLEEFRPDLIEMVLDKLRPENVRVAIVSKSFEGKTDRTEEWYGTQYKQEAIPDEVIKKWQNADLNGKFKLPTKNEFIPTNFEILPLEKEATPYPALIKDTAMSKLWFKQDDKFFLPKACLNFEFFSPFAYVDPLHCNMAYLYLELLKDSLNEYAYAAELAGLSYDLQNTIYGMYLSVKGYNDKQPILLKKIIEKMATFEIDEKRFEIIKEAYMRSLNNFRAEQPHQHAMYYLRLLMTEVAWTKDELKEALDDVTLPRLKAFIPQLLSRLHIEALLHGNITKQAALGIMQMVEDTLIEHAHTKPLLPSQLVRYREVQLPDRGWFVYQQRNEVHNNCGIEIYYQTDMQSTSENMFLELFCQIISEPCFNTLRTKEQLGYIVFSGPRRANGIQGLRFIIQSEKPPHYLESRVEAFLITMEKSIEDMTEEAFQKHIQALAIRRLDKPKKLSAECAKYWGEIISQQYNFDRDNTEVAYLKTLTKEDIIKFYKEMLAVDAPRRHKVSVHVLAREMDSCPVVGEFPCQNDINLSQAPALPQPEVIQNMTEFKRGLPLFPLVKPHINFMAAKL
# NS3 helicase inh – HCV NS3 helicase inhibition; NS3 helicase DNA unwinding, Cy5 molecular beacon fluorescence; inhibition, % at 10.9 µM; actives 0.56% (n = 290,000);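 active = inhibition above the mean of all tested compounds plus 3 SD, set per campaign, cut at about 35% in these data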;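 also: 0% = DMSO wells and 100% = thioflavine S control wells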
#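 System: HCV NS3 helicase fragment; control set: DMSO and thioflavine S; technique: Cy5 fluorescence at 0 and 60 min, beacon hairpin quenching; reagent: beacon DNA duplex substrate plus ATP; replicates: singlicate; schedule: 1 h reaction at 25 °C, ATP-initiated; medium: MOPS buffer pH 6.5 with MgCl2, DTT, Tween20, BSA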
# UBC9 SUMO inh – SUMOylation inhibition; actives 0.36% (n = 290,000); HTRF SUMOylation assay, SAE1/SAE2 + UBC9, in vitro; inhibition, % at 35 µM; in the data active = inhibition above about 50%, passing the limit was not always enough; also: strong numbers were not always called active
# GalR3 antag – human GalR3 antagonism. HEK293 GalR3-CNG cAMP membrane potential fluorescence; galR3 body fused to GalR1 C-terminus. inhibition, % at 3 µM. actives 0.44% (n = 360,000). AID 651719. O60755;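 active = inhibition above the screen-wide average plus 3 SD, cut at about 13% in these data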;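 also: forskolin and galanin both at EC90 stimulate the cells; cAMP rise reported by CNG channel membrane potential dye signal; 0% = forskolin plus galanin with DMSO and 100% = forskolin alone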
# VIM-2 inh – blocks Pseudomonas aeruginosa VIM-2 metallo-beta-lactamase; purified VIM-2, nitrocefin hydrolysis, epi-absorbance fluorescence; inhibition, % at 5.6 µM; actives 0.89% (n = 290,000);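 active = inhibition above the mean of all tested compounds plus 3 SD, cutoff set per screening run, cut at about 7.5% in these data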;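 also: red hydrolysis product quenches plate fluorescence so inhibitors raise well fluorescence; 0% = enzyme with DMSO and 100% = DMSO without enzyme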
# IDE cell activ – boosts human insulin-degrading enzyme activity in HEK cells | P14735 | FAbeta-B cleavage, fluorescence polarization; 0% vehicle, 100% cell-free pure enzyme wells | activation, % at 5.96 µM | actives 0.073% (n = 340,000) | AID 493087;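 active = activation above the mean of all tested compounds plus 3 SD, set per screening campaign, cut at about 17% in these data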
# pCIP destab – p/CIP protein destabilization. Q05BA5. decrease of EGFP signal, % at 10 µM. AID 1984. actives 0.01% (n = 290,000). F442A p/CIP-EGFP cells, EGFP fluorescence, 16 h;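 active = EGFP signal decrease of at least 30% at 10 µM or well 3 SD below plate mean, unless failing retest; inactive = the rest, including hits failing retest or dose response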; also: some compounds called inactive have numbers as strong as hits; many of its hits are not listed in these tables
# CRFBP-R2 block – blocks CRF-induced signaling of the CRF-BP/CRF-R2 complex; HEK293 CRF-R2/CRF-BP, CRF-induced calcium fluorescence; inhibition, % at 11.8 µM; actives 0.59% (n = 350,000); AID 588475;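 active = inhibition of the ligand-induced calcium signal above about 50% at the single tested concentration, limit read from the data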
# IMP-1 inh – inhibitors of Pseudomonas aeruginosa IMP-1 metallo-beta-lactamase; purified IMP-1, nitrocefin hydrolysis, epi-absorbance fluorescence; inhibition, % at 5.6 µM; actives 0.45% (n = 290,000);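 active = inhibition above the mean plus 3 SD of all compounds in the same screening run, cut at about 4.5% in these data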;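 also: 0% = IMP-1 with DMSO and 100% = DMSO wells lacking enzyme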
#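 System: purified recombinant IMP-1 beta-lactamase. Medium: Zinc- and detergent-supplemented HEPES buffer, pH 7.1. Compound: one 5.6 µM dose […]. Schedule: 15 min preincubation plus 25 min reaction at 25 °C. Technique: Epi-absorbance fluorescence, 480 nm excitation, 530 nm emission.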
# * marks the source's active call; other numbers are inactive results; . = not tested or not shown.
IDE cell inh	NS3 helicase inh	UBC9 SUMO inh	GalR3 antag	VIM-2 inh	IDE cell activ	pCIP destab	CRFBP-R2 block	IMP-1 inh	smiles
7.4	-6.0	-4.8	4.5	-2.8	-0.8	3.2	30.0	-2.1	Cn1c(=O)n(C)c2cc(/C=N/NC(=S)NCc3ccccc3)ccc21
-0.4	-1.7	-3.9	-4.9	-3.5	3.0	-7.9	-6.6	-3.5	Cc1nc(N)sc1C(=O)Nc1ccccc1
0.3	-0.5	8.6	-2.1	-3.0	4.2	0.1	5.8	-3.4	COc1ccc(/C=N/NC(=O)c2cc(C)oc2C)cc1OC
0.3	3.6	-11.6	-3.9	-5.1	8.0	-0.9	14.2	-3.5	O=C(Nc1ccccc1)/C(=C\c1ccc2c(c1)OCO2)NC(=O)c1ccco1
7.7	-0.4	-0.2	-13.0	-2.4	2.4	-8.7	2.5	-4.7	COc1cc(C(=O)Nn2cnnc2)ccc1OC(F)F
13.4	-9.1	.	2.4	-4.0	-25.5	.	-8.3	-2.4	COc1ccc(CCNC(=S)NC(=O)/C=C/c2ccc(C)cc2)cc1OC
3.6	3.5	-1.4	-7.2	-2.8	-3.5	8.0	-3.5	-5.2	COc1cccc(-n2cnc3c(sc4nc(N5CCOCC5)c5c(c43)CCCC5)c2=O)c1
-2.1	-6.3	-0.4	-3.1	-1.3	-1.6	-4.6	-6.8	-1.9	O=C(COC(=O)CNS(=O)(=O)c1cccc(Br)c1)Nc1ccccc1Sc1ccccc1
1.6	.	.	1.3	.	-1.3	.	-3.8	.	CS(=O)(=O)c1cccc(NC(=O)CSc2nnc3n2CCCCC3)c1
2.1	0.8	5.2	-6.6	-2.1	7.8	-26.6	-11.8	-3.3	C/C(=N\NC(=O)c1cc(-c2ccncc2)nc2ccccc12)c1ccc(OC(F)F)cc1
5.2	-6.8	6.8	-7.0	0.2	4.6	7.0	105.5*	-2.2	COc1ccc2c(c1)c(C(=O)O)c(C)n2-c1ccc(Cl)cc1
-0.9	-7.5	19.1	-4.9	-2.1	2.7	-21.9	11.4	-3.4	C[C@H]1C(=O)N(C)CCN1Cc1cn(C)nc1-c1ccc(Oc2ccccc2)cc1
2.8	-5.8	-5.2	.	-1.8	8.8	4.0	-0.3	-3.3	Cc1sc(NC(=O)C2CCCO2)c(C#N)c1C (stereo not given)
0.5	9.4	-6.9	-4.0	-3.1	3.1	5.4	-36.2	-2.6	Cc1ccc(C(c2nnnn2CS(=O)(=O)c2ccc(C)cc2)N2CCCC2)cc1 (stereo not given)
-1.9	0.1	-18.6	.	-1.2	6.1	2.7	13.4	-5.0	COc1ccccc1N1CCN(C(=O)c2cccc(NC3=NC4CS(=O)(=O)CC4S3)c2)CC1 (stereo not given)
-2.6	8.2	1.7	3.0	-2.1	4.7	0.2	-29.6	-3.3	CCOC(=O)c1noc(C)c1C(=O)Nc1nccs1
-1.4	6.7	17.4	-4.4	-1.2	1.8	1.6	1.1	-3.4	CC(=O)Oc1ccccc1-c1nc(C)nc(N(C)C(C)=O)n1
-1.2	-12.2	0.2	-2.8	-2.7	0.6	-1.0	-1.7	-1.7	Cc1ccc(-n2c(=O)c3ccccc3n(CC(=O)NCc3ccco3)c2=O)cc1
4.0	-2.5	35.9	6.7	-0.1	2.6	-7.5	22.7	-2.5	Cc1oc2cc(O)ccc2c(=O)c1Oc1ccccc1Br
0.8	0.6	2.8	-7.6	-1.8	4.4	1.0	0.2	-4.0	N/C(=N\OC(=O)c1cccs1)c1cccnc1
1.7	6.3	.	-6.5	-5.8	3.8	-0.2	-9.9	-1.6	COc1ccc(OCC(=O)N(Cc2cccs2)C2CCS(=O)(=O)C2)cc1 (stereo not given)
3.4	-1.4	20.5	3.5	-6.1	-2.4	-6.9	9.3	-4.3	CCNC(=O)Nc1ccc(-n2nc(C)c(C(=O)OCC)c2C)nc1
3.5	1.3	-28.1	.	0.1	-1.2	11.6	3.2	-1.2	O=C(Nc1ccc(Cl)cc1)N1CCCC1
-4.5	.	.	-0.6	.	7.6	.	2.0	.	CCOC(=O)C1Nc2ccc(C(F)(F)F)cc2C2C=CCC12 (stereo not given)
2.8	0.7	17.3	1.9	-4.5	-0.7	2.3	10.0	-4.6	COc1cccc(N2CCN(C(=O)CCCCCn3c(=S)[nH]c4cc5c(cc4c3=O)OCO5)CC2)c1
0.2	3.8	-9.6	-5.2	-0.5	1.9	6.0	11.6	-2.5	CC(=O)C1=C(C)NC(=O)NC1/C=C/c1ccccc1 (stereo not given)
4.8	8.1	-3.7	0.0	-0.9	-3.3	2.2	11.4	-1.1	Cc1c(NC(=O)c2ccc(CN3CCc4ccccc4C3)cc2)c(=O)n(-c2ccccc2)n1C
.	-8.9	26.1	-8.3	15.0*	-15.3	-483.4	-36.7	5.7*	Cc1ccc2[nH]cc(/C=C/c3cc[n+](C)cc3)c2c1
4.3	-13.1	-1.0	-2.6	-2.9	-2.9	-7.5	-7.4	-4.8	Cc1ccccc1N1CCN(C2CCCN(C(=O)CCN3CCCO3)C2)CC1 (stereo not given)
-4.2	-6.0	5.2	-7.9	-3.4	-1.2	-7.1	0.8	-0.6	CCn1c(SCC(=O)Nc2ccccc2C(=O)OC)nnc1-c1ccoc1C
1.2	35.6	32.9	-2.3	-2.7	-1.6	-3.5	36.2	-3.6	CC(C)CC(C(=O)Nc1oc(-c2ccco2)c(-c2ccco2)c1C#N)N1C(=O)c2ccccc2C1=O (stereo not given)
4.5	18.4	15.1	-4.7	0.2	-0.2	-1.6	12.6	1.4	O=C(O)c1ccc(N2C(=O)CC(SC(=NCc3ccc4c(c3)OCO4)Nc3ccc(F)cc3)C2=O)cc1 (stereo not given)
1.2	8.7	2.0	-4.7	0.0	2.7	-4.9	0.2	-1.3	Cc1ccc(C(c2c(O)nc3n(c2=O)CCS3)c2c(O)nc3n(c2=O)CCS3)cc1
-1.4	-2.7	-8.2	-8.2	-0.1	1.8	-2.0	15.8	-2.0	Cc1cc(C(=O)Nc2ccc(Cl)cc2)n(-c2ccccc2)n1
-0.9	6.0	-2.0	-3.7	-0.7	-3.9	0.0	13.4	-3.3	COc1cccc(CNC(=O)CCC2CCCN(C(=O)Cc3ccccc3F)C2)c1 (stereo not given)
-3.8	.	.	0.2	.	2.2	.	-1.1	.	O=C(CN1C(=O)C2CC=CCC2C1=O)Nc1nnc(C2CC2)s1 (stereo not given)
3.7	-1.7	15.4	1.5	-0.7	5.6	-9.9	-7.4	-4.9	CCn1cc(C(=O)NC(C)C)c(=O)c2cc(F)c(N3CCN(C(=O)c4ccco4)CC3)cc21
1.1	-0.9	20.4	-8.2	-0.7	1.6	-9.3	0.0	-1.8	COc1ccccc1CN1CC(C(=O)NCc2ccc(N3CCCC3=O)cc2)CCC1=O (stereo not given)
-4.5	-15.5	-2.4	.	-3.5	6.0	-0.8	7.9	-2.3	CCCn1c(CNc2ccc(Br)cc2)nc2ccccc21
-1.9	-3.1	11.4	0.2	0.2	6.4	5.3	20.9	-1.0	CN(C)c1cccc(C(=O)NCCCSc2ccccc2)c1
0.4	4.6	16.6	-5.2	2.4	-9.6	-16.2	-14.0	-1.8	Cc1sc2ncnc(NCC(O)c3ccc([N+](=O)[O-])cc3)c2c1C (stereo not given)
2.9	-7.1	-10.8	-1.5	-1.9	-0.5	-3.5	9.2	-2.6	Cc1ccc(NS(=O)(=O)c2ccc(C)c(NC(=O)COc3ccc4ccccc4c3)c2)c(C)c1
-0.1	3.0	24.1	-3.0	0.7	6.4	2.4	-3.6	0.7	COC(=O)c1c(NC(=O)Cc2cccs2)sc2c1CCC(C)C2 (stereo not given)
0.3	-10.2	12.6	2.3	-0.6	7.6	-8.4	10.1	-2.5	COc1ccccc1NC(=O)CNC(=O)c1ccc([N+](=O)[O-])cc1
-0.7	-7.2	7.8	.	-0.2	-0.7	-2.7	-0.2	-1.5	CCn1c(SC(C)C(=O)OC)nnc1-c1c[nH]c2ccccc12 (stereo not given)
2.0	4.1	-2.2	-2.2	-4.6	-0.1	-11.8	0.9	-3.7	COc1ccc(OC)c(S(=O)(=O)NCCc2ccccc2)c1
-1.0	-20.4	-12.4	-12.2	0.0	3.0	1.8	-0.4	-1.3	CC1CN(CCOc2cccc(Oc3ccccc3)c2)CC(C)O1 (stereo not given)
5.3	8.5	-6.7	.	-3.5	5.2	-11.7	-12.3	-4.7	Cc1ccc(-c2[nH]c(-c3ccc(Cl)cc3)nc2SCC(=O)NCC2CCCO2)cc1 (stereo not given)
0.8	-0.3	2.9	4.7	-0.3	-0.5	-7.9	3.5	-2.5	C[n+]1ccccc1/C=C/c1ccc(C#N)cc1
-0.6	-8.0	21.1	-3.5	1.5	2.0	-10.3	3.5	-0.7	Cc1ccc(NC2=C(N3CCCCC3)C(=O)c3ccccc3C2=O)cc1
-2.4	3.1	-13.5	-0.4	-2.4	4.1	-4.3	9.0	-2.4	COc1cccc(C2C(C#N)=C(N)Oc3c2oc(CO)cc3=O)c1OC (stereo not given)
-0.3	-1.2	10.5	-6.7	-1.1	-1.5	-6.9	-0.3	-2.7	CCOc1cc(C(C(=O)NCC2CCCO2)N(C(=O)Cn2nnc3ccccc32)c2ccc(C(C)=O)cc2)ccc1O (stereo not given)
3.1	7.8	4.9	-3.5	2.0	3.9	10.9	-5.9	-1.7	OC(c1ccccc1)c1nccc2ccccc12 (stereo not given)
1.8	-3.7	11.7	-2.6	0.0	5.6	1.0	27.8	-0.3	COc1cc(OC)cc(C(=O)NCC(=O)N2CCC(C)CC2)c1
1.4	-1.3	3.0	-10.1	0.3	3.7	-7.1	10.6	-0.6	N#CCCn1c(C(C#N)(CCC#N)CCC#N)nc2ccccc21
5.7	4.2	5.6	-6.9	-6.1	-0.3	-3.1	1.1	-4.0	O=C(NCCc1ccccc1)C1CCN(S(=O)(=O)N2CCCCCC2)CC1

# Entries of single compounds from above:
# Results for `N#CCCn1c(C(C#N)(CCC#N)CCC#N)nc2ccccc21` → IDE cell inh = 1.4; NS3 helicase inh = -1.3; UBC9 SUMO inh = 3.0; GalR3 antag = -10.1; VIM-2 inh = 0.3; IDE cell activ = 3.7; pCIP destab = -7.1; CRFBP-R2 block = 10.6; IMP-1 inh = -0.6
# Results for `Cc1ccc(NS(=O)(=O)c2ccc(C)c(NC(=O)COc3ccc4ccccc4c3)c2)c(C)c1` → IDE cell inh = 2.9; NS3 helicase inh = -7.1; UBC9 SUMO inh = -10.8; GalR3 antag = -1.5; VIM-2 inh = -1.9; IDE cell activ = -0.5; pCIP destab = -3.5; CRFBP-R2 block = 9.2; IMP-1 inh = -2.6

# Taken from above:
# COc1ccccc1CN1CC(C(=O)NCc2ccc(N3CCCC3=O)cc2)CCC1=O (stereo not given) in IDE cell activ is listed with 1.6
# COc1cc(OC)cc(C(=O)NCC(=O)N2CCC(C)CC2)c1 in pCIP destab is listed with 1.0
# Cc1ccc(NC2=C(N3CCCCC3)C(=O)c3ccccc3C2=O)cc1 in GalR3 antag is listed with -3.5
# N#CCCn1c(C(C#N)(CCC#N)CCC#N)nc2ccccc21 in UBC9 SUMO inh is listed with 3.0

# Screening data (PubChem BioAssay)
